Bioassay records deposited in PubChem BioAssay by several laboratories.
T cell modulator – modulates CD8 T cell binding to vesicles; 2C CD8+ T cell-vesicle binding, flow cytometry; hits give low values; calls only at 7 µM; 330,000 tested, 0.068% active; AID 2052;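 active = response, share of CD8 T cells binding vesicles, and their 90th percentile fluorescence all below set limits, cut at about 80% in these data, passing the limit was not always enough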
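Assay system – 2C mouse CD8+ T cells · Also added – QL9-loaded Drosophila micro-vesicles · Timing – Cell–vesicle co-incubation 1.5 h at 37 °C, staining 20 min on ice · Signal – flow cytometry of vesicle-bound cells · Measure – percent CD8+ FL2 mean versus row control · Controls – Peptide-free naked vesicles (low) and QL9 vesicles with 0.7% DMSO vehicle (high)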
Autophagy HCS – autophagy modulation, high-content screen. MEF GFP-LC3 puncta imaging; test concentration mostly 10 µM. calls only at 10 µM (by protocol). 190,000 tested, 0.98% active;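 active = percentage of spot-positive cells more than 3 SD above its plate mean, without a fluorescence outlier flag or 80% toxicity; inconclusive = no clear call, values can overlap the other calls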;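 note: spot-positive cell cutoff set from DMSO-treated cells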
WT yeast gro inh – growth inhibition of WT yeast, mitochondrial fusion screen. mitochondrial fusion phenotypic screen, WT strain. inhibition, % at 10 µM. 190,000 tested, 2.1% active; in the data active = inhibition above about 58%; tested in S. cerevisiae
Lipid droplet – hepatic lipid droplet formation modulation. AML12 mouse hepatocytes, oleate lipid droplets, BODIPY imaging. inhibition, % at 6.5 µM. 240,000 tested, 0.4% active;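 active = lipid droplet intensity inhibited by at least 50%, with more than 500 cells counted; inconclusive = wells with under 300 cells, treated as cytotoxic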
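Test system: AML12 mouse liver cells; schedule: overnight exposure; technique: high-content imaging of BODIPY-stained droplets and DAPI nuclei; read-out: % inhibition of corrected integrated BODIPY droplet signal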
MT stabilizer – microtubule stabilizers in HeLa cells. HeLa tubulin immunostaining HCS, 24 h; share of cells brighter than vehicle mean+2SD. % tubulin-high responders, % at 10 µM. 200,000 tested, 0.83% active. AID 2205;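 active = plate Z-score above 3 for both tubulin-high and condensed-nucleus cell shares, with cell loss under 80%, at 10 µM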;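 note: anti alpha tubulin signal scored within the nucleus-defined area of each cell; some results filed as inactive read as strong as hits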
Myeloid diff MLP – compounds promoting myeloid differentiation; ER-HoxA9 myeloid progenitors, lysozyme-GFP differentiation, flow cytometry; 360,000 tested, 1% active; AID 624256; calls only at 10 µM;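 active = normalized GFP-positive differentiation at or above the plate's own cutoff, the solvent-only control mean plus 3 SD; inconclusive = no clear call, values can overlap the other calls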;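 note: cells exposed to compound for four days before flow analysis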
bCat nuc transl – beta-catenin nuclear translocation modulation; 190,000 tested, 0.3% active; HeLa beta-catenin nuclear translocation, immunofluorescence imaging; AID 1665; nuclear translocation activity, % at 5 µM;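 active = nuclear translocation activity above 50% at 5 µM, with a well cell count of 50 or more; inconclusive = wells under 50 cells across six images, flagged as toxic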;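 note: per-cell ratio of nuclear to cytoplasmic median beta-catenin stain intensity; plate controls were DMSO negative control for no effect and GSK-3 inhibitor IX positive control for full effect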
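Test system: human HeLa cells, endogenous beta-catenin. Times: 24 h compound exposure, 37°C. Measured by: beta-catenin immunofluorescence imaging with DAPI.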
West Nile virus CPE – inhibition of WNV-induced cytopathic effect – cell-based, CPE readout (AID 1621); West Nile virus-infected cells, CPE inhibition; higher % means a stronger effect; CPE inhibition, % at 10 µM, or IC50 in µM where a hit was titrated; 290,000 tested, 0.02% active; in the data active = a potency from the dose series; inconclusive = CPE inhibition mostly from about 3.7% at the one dose, without a potency; inactive = the rest, 99 in 100 with CPE inhibition below about 2.2%; note: strong numbers were not always called active
Insulin prom up – MIN6 insulin promoter up-regulation | z-score at 5 µM | MIN6 insulin promoter-GFP reporter, high-content imaging; hits give high values | AID 1625 | 190,000 tested, 0.3% active;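 active = z-score above 3 at 5 µM with at least 500 cells counted in the well; inconclusive = wells under 500 cells, flagged as cytotoxic or low count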
WT yeast gro inh mutant strain – also measured in WT yeast gro inh; calls as there; inhibition, %; mitochondrial fusion phenotypic screen, mutant strain inhibition
Insulin prom up cell count – recorded beside Insulin prom up, whose call it bears; cell count; measured here: cytotoxicity, nuclei count;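 total cells summed across four imaged fields per well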
Lipid droplet cells 6.5 µM – further read-out of Lipid droplet, marked with its call; cell count; measured here: cell count, cytotoxicity flag;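 cells counted across two imaged fields per well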
bCat nuc transl cell count 5 µM – second read-out of bCat nuc transl, no call of its own (marks repeat the call); cell count; measured here: cell count, cytotoxicity flag
T cell modulator vesicle-bound % – second read-out of T cell modulator, no call of its own (marks repeat the call); double positive events, %; measured here: CD8+ vesicle-bound cell fraction;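 binding gate set so that unloaded-vesicle control wells show 10% double positive cells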
MT stabilizer Hoechst-high % – further read-out of MT stabilizer, marked with its call; % Hoechst-high responders; measured here: nuclear condensation Hoechst responders;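 share of cells brighter than vehicle mean plus two SD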
MT stabilizer cytotoxicity % – also measured in MT stabilizer; calls as there; toxicity, %; measured here: cytotoxicity by cell density;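 0% = mean cell density of plate MIN control wells and 100% = no cells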
Autophagy HCS cell loss 18 h – recorded beside Autophagy HCS, whose call it bears; toxicity, %; measured here: cell loss, nuclei count;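 cell loss after 18 h compound exposure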
Myeloid diff MLP GFP+ MAC1+ % – also measured in Myeloid diff MLP; calls as there; GFP+ MAC1+ double positive, %; measured here: differentiation confirmed by MAC1 staining
* marks the source's active call; other numbers are inactive results; i = inactive; ? = inconclusive; . = not tested or not shown.

compound | T cell modulator | T cell modulator vesicle-bound % | Autophagy HCS | Autophagy HCS cell loss 18 h | WT yeast gro inh | WT yeast gro inh mutant strain | Lipid droplet | Lipid droplet cells 6.5 µM | MT stabilizer | MT stabilizer Hoechst-high % | MT stabilizer cytotoxicity % | Myeloid diff MLP | Myeloid diff MLP GFP+ MAC1+ % | bCat nuc transl | bCat nuc transl cell count 5 µM | West Nile virus CPE | Insulin prom up | Insulin prom up cell count
O=C(Nc1cc(Cl)ccc1Cl)N1CCCC1 | i | 49.7 | i | -26.7 | 9.6 | 3.7 | -2.3 | 750 | 5.0 | 1.5 | 5.1 | i | 0.3 | -1.7 | 1047 | -0.2% | 0.22 | 1522
Cc1[nH]c2ccccc2c1C(=O)CSc1ccccc1 | i | 47.3 | i | 4.3 | -1.9 | -9.3 | -33.9 | 605 | 3.1 | 4.1 | 5.5 | i | 0.6 | 0.4 | 1077 | -0.4% | 0.15 | 1400
O=[N+]([O-])c1cccc(/C=N/Nc2cc(Cl)nc(-c3ccccc3)n2)c1 | i | 22.5 | i | -2.5 | -25.9 | 0.0 | . | . | 2.1 | 2.0 | 1.7 | i | 0.2 | 1.7 | 1246 | 0.2% | -0.39 | 1507
CC(C)C(=O)Nc1ccc(C(=O)N/N=C/C2CC3C=CC2C3)cc1 (stereo unspecified) | i | 54.0 | i | -6.1 | 14.7 | 4.3 | 22.9 | 646 | 1.6 | 1.4 | 2.9 | i | 0.2 | -2.7 | 521 | -0.4% | 0.17 | 1277
CC(C(=O)c1ccc(-c2ccccc2)cc1)[n+]1cccc(Br)c1 (stereo unspecified) | i | 56.1 | . | . | . | . | -10.9 | 782 | . | . | . | i | 2.2 | . | . | 0.0% | . | .
Cc1cc(C)n2cc(CSc3nnnn3-c3ccccc3C)nc2n1 | i | 26.4 | i | -11.6 | 41.5 | 42.1 | . | . | 2.2 | 2.0 | 9.7 | i | 1.2 | -3.2 | 1140 | 0.1% | 0.16 | 962
Cc1ccc(S(=O)(=O)N(CC#N)CC#N)cc1 | i | 19.5 | i | 0.2 | 3.5 | 6.0 | 3.0 | 717 | 0.5 | 1.9 | 10.0 | i | 0.2 | -3.5 | 1081 | 0.6% | 0.77 | 1418
CCCC(C(=O)NC1CCCC1)N(CC1CCCO1)C(=O)CNS(=O)(=O)c1ccc(F)cc1 (stereo unspecified) | i | 51.2 | . | . | . | . | -22.6 | 854 | . | . | . | i | 0.8 | . | . | -1.2% | . | .
COc1ccccc1CNC(=O)COc1ccccc1C | i | 36.5 | . | . | . | . | -23.3 | 811 | . | . | . | i | 0.5 | . | . | -1.1% | . | .
O=C(O)CC(CC(=O)NCC(O)c1ccccc1)c1ccccc1 (stereo unspecified) | i | 62.2 | . | . | . | . | -8.5 | 654 | . | . | . | i | 0.9 | . | . | -0.5% | . | .
COC(=O)c1ccc(N2C(=O)CC(NCc3ccccc3)C2=O)cc1 (stereo unspecified) | i | 56.1 | i | -1.2 | . | . | 7.0 | 740 | 2.6 | 1.4 | 0.2 | i | 0.8 | . | . | -0.1% | . | .
CC(=O)c1ccc(OCCCC(=O)Nc2cccc(-c3nn[nH]n3)c2)cc1 | i | 47.4 | . | . | . | . | -1.1 | 775 | . | . | . | ? | . | . | . | 0.4% | . | .
COc1ccc(N=C2C(=O)N3CCCc4cccc2c43)cc1 | i | 47.2 | i | -12.5 | -2.8 | 2.8 | 8.1 | 590 | 4.1 | 2.6 | 5.2 | i | 0.5 | 0.1 | 862 | 0.2% | -2.62 | 657
Cc1ccc(NC(=O)c2ccc(CN3CC(=O)N4CCCCC4C3=O)cc2)c(C)c1 (stereo unspecified) | i | 9.1 | . | . | . | . | 1.4 | 788 | . | . | . | i | 3.4 | . | . | -0.8% | . | .
c1ccn2cc(CSc3nnc4ccccn34)nc2c1 | i | 46.5 | i | -6.1 | -5.9 | -20.8 | . | . | 1.4 | 0.9 | 4.4 | i | 6.9 | 0.1 | 1121 | -0.1% | 0.24 | 855
CCOC(=O)C1CCN(C2CCN(C(=O)c3oc4c(C)c(C)ccc4c3C)CC2)CC1 | i | 7.4 | . | . | . | . | 32.8 | 622 | . | . | . | i | 1.0 | . | . | -0.3% | . | .
CCCCCn1c(CCCNC(=O)CC)nc2ccccc21 | i | 43.1 | i | -1.4 | 6.9 | 3.0 | -2.4 | 705 | 3.6 | 2.8 | 6.6 | i | 0.9 | -3.6 | 1231 | -0.7% | -0.25 | 1239
Cc1cccc(NC(=O)C2CCN(S(=O)(=O)c3c(C)[nH]c(=O)[nH]c3=O)CC2)c1 | i | 4.3 | i | 16.6 | 7.6 | -0.5 | -14.0 | 701 | 3.3 | 3.1 | 5.6 | i | 1.2 | -1.9 | 507 | 0.6% | -0.3 | 1249
Cc1cc(C)n(C(=O)/C(C#N)=N\Nc2ccccc2[N+](=O)[O-])n1 | i | 15.2 | i | 1.3 | -1.6 | -22.6 | 0.9 | 705 | 4.0 | 1.2 | 6.7 | i | 0.8 | -2.3 | 1163 | 0.0% | 0.47 | 1361
CC(C)c1nc2oc3c(=O)[nH]cnc3c2c2c1COC(C)(C)C2 | i | 31.4 | . | . | . | . | 29.2 | 676 | . | . | . | i | 0.2 | -1.7 | 1394 | 0.8% | 0.09 | 1062
CCn1c(=O)n(CC)c2cc(S(=O)(=O)NCCOc3ccccc3)c(C)cc21 | i | 45.5 | i | 3.9 | -7.8 | -1.7 | 2.2 | 694 | 2.2 | 0.4 | 27.1 | i | 4.6 | 0.3 | 877 | -0.5% | 0.67 | 1227
C/C(=C\c1ccco1)CN1CCC(N2CCC(C(=O)N3CCOCC3)CC2)CC1 | i | 22.0 | i | 6.9 | -2.6 | 2.4 | 10.4 | 686 | 5.1 | 1.1 | 2.6 | i | 0.3 | 1.0 | 1033 | -0.3% | -0.57 | 1434
COCCCC1CCN(C(=O)C2CCC(=O)N(CC3CCCCC3)C2)CC1 (stereo unspecified) | i | 20.5 | . | . | . | . | 9.6 | 703 | . | . | . | i | 0.8 | . | . | -1.2% | . | .
CC(=O)Nc1ccc(NC(=O)c2ccc(COc3ccc4c(C)cc(=O)oc4c3)cc2)cc1 | i | 37.2 | i | -10.3 | -26.0 | -23.8 | 6.1 | 648 | 12.0 | 4.5 | 1.3 | . | . | . | . | 0.0% | 0.18 | 1195
Cc1ccc(-n2ncc3c(=O)[nH]c(SCC(=O)N4CCCC4)nc32)cc1C | i | 28.9 | i | 9.4 | 8.6 | -0.7 | -24.5 | 662 | 3.0 | 2.8 | 8.8 | i | 4.2 | -2.8 | 591 | . | -1.15 | 1151
CCCN1CCc2c(sc(NC(=O)CCS(=O)(=O)c3ccccc3)c2C(=O)OC)C1 | i | 43.1 | . | . | . | . | 12.5 | 636 | . | . | . | i | 9.6 | . | . | -2.1% | . | .
CC1(C)CC(=O)C2=C(C1)OC(N)=C(C#N)C2c1ccc(OC(=O)N2CCOCC2)cc1 (stereo unspecified) | i | 46.3 | i | 1.0 | 4.3 | 3.6 | . | . | 3.1 | 2.8 | 8.5 | i | 2.2 | -0.8 | 1037 | -0.2% | 0.2 | 1170
O=C(/C=C/c1ccccc1)Nc1nnc(SCC(=O)c2ccc3ccccc3c2)s1 | i | 47.7 | i | 12.4 | 6.8 | 10.0 | -9.5 | 613 | 3.1 | 2.4 | 2.2 | i | 1.1 | . | . | 0.2% | 0.18 | 1399
COc1ccc(Nc2nc(NCc3ccco3)nc(N/N=C/c3ccc(O)cc3)n2)cc1 | i | 53.4 | i | 2.0 | 3.0 | 0.9 | 9.8 | 659 | 3.2 | 2.7 | 6.1 | i | 0.2 | 2.1 | 881 | -0.1% | 0.36 | 1055
CN1CCN(C(=O)C2(NC(=O)Nc3ccccc3Cl)CCCCC2)CC1 | i | 34.8 | i | -9.7 | -4.1 | -17.1 | -7.0 | 750 | 3.8 | 2.3 | 6.5 | i | 0.8 | . | . | 0.5% | . | .
Cc1csc(NC(=O)c2ccc(S(=O)(=O)N3CCCC3)cc2)n1 | i | 25.6 | . | . | . | . | -1.0 | 652 | . | . | . | i | 0.7 | 0.3 | 1236 | -0.1% | -0.3 | 972
COc1ccc(-c2nnc(SCC(=O)NC(C)c3ccccc3)o2)cc1OC (stereo unspecified) | i | 17.2 | i | -5.5 | 11.7 | 4.2 | . | . | 3.6 | 1.3 | 1.7 | i | 1.0 | 1.6 | 894 | -0.2% | -0.21 | 1182
O=C(NCC(O)c1ccc([N+](=O)[O-])cc1)c1cccc(S(=O)(=O)N2CCCC2)c1 (stereo unspecified) | i | 41.9 | i | 16.0 | -0.5 | -8.7 | -0.2 | 694 | 0.8 | 1.4 | 0.2 | i | 0.2 | -1.3 | 938 | -1.4% | 1.63 | 1413
O=C(Nc1ccccc1)c1cccc(S(=O)(=O)NC2CCCC2)c1 | i | 11.2 | . | . | . | . | -10.1 | 649 | . | . | . | i | 0.5 | . | . | -0.7% | . | .
Cc1ccsc1C=Nc1c(C)n(C)n(-c2ccccc2)c1=O | i | 9.1 | i | 1.6 | -8.4 | 1.6 | -1.7 | 795 | 2.0 | 0.4 | 26.9 | i | 6.9 | -4.9 | 1174 | 0.4% | 1.6 | 1159
